Compound activity as filed in PubChem.
bCat nuc transl – modulators of beta-catenin nuclear translocation; HeLa beta-catenin nuclear translocation, immunofluorescence imaging; nuclear translocation activity, % at 5 µM; hit rate 0.3% among 190,000;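 active = nuclear translocation activity above 50% at 5 µM, with a well cell count of 50 or more; inconclusive = wells under 50 cells across six images, flagged as toxic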;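 note: per-cell ratio of nuclear to cytoplasmic median beta-catenin stain intensity; plate controls were DMSO negative control for no effect and GSK-3 inhibitor IX positive control for full effect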
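Test system: human HeLa cells, endogenous beta-catenin. Times: 24 h compound exposure, 37°C. Measured by: beta-catenin immunofluorescence imaging with DAPI.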
M1AAP inhibition – malaria alanyl aminopeptidase activity blockers – biochemical, fluorogenic H-Leu-NHMec substrate, 1536-well (AID 1445) | recombinant M1AAP, H-Leu-NHMec fluorogenic kinetic assay; higher % means a stronger effect | inhibition, % at 30 µM, or IC50 in µM where a hit was titrated | hit rate 0.42% among 220,000;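 active = primary inhibition above the hit cutoff, then over 50% inhibition at one or more dose response concentrations, cut at about 23% in these data, passing the limit was not always enough; inconclusive = conflicting primary data, or primary hits not chosen for dose response; inactive = low primary inhibition, or under 50% at every dose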;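 note: plate controls were DMSO full reaction for no effect and no enzyme background for full effect; strong numbers were not always called active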
K1F lysis inhibition – protection from phage-mediated lysis, alamar blue read-out – E. coli UTI89, K1F phage, bacterial capsule biogenesis inhibitors (AID 488966); E. coli UTI89 K1F phage lysis, alamar blue, 2 h; higher % means a stronger effect; inhibition, % at 100 µM; hits with a dose series show IC50 in µM; hit rate 0.02% among 340,000;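 active = phage lysis inhibition, versus mean bacterial control, above a set limit; inconclusive = no clear call, values can overlap the other calls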;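 note: capsule biogenesis inhibitors block K1F phage lysis so surviving cells raise fluorescence; higher fluorescence means more inhibition of phage lysis; actives were called in the ten point dose series up to 300 µM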
Dynein transport – dynein cargo transport inhibition. hit rate 0.47% among 220,000. z-score, hits read low. AID 1381. 3617.4 mouse cells, GR-EGFP nuclear translocation imaging; test concentration mostly 20 µM; stimulated with dexamethasone, 1 µM; active compounds read low;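 active = plate z-score of nuclear minus cytoplasmic receptor signal below a set negative limit, without overly bright fluorescence or cell loss, cut at about -3.5 in these data, passing the limit was not always enough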;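 note: z-score of nuclear minus cytoplasmic ring GR-EGFP intensity difference per well; some compounds called inactive have numbers as strong as hits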
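Buffer or medium – tet-free medium with charcoal-stripped serum · Signal – automated 10x imaging of fixed Hoechst-stained cells · Also added – dexamethasone agonist, 1.0 µM final, for 30 min · Incubation – induction 48 h, compound 1 h, agonist 30 min · Read-out – GR-EGFP nuclear translocation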
Ins promoter up – MIN6 insulin promoter up-regulation; MIN6 insulin promoter-GFP reporter, high-content imaging; active compounds read high; AID 1625; hit rate 0.3% among 190,000; z-score at 5 µM;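 active = z-score above 3 at 5 µM with at least 500 cells counted in the well; inconclusive = wells under 500 cells, flagged as cytotoxic or low count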
Autophagy HCS – modulators of autophagy | MEF GFP-LC3 puncta imaging; test concentration mostly 10 µM | calls only at 10 µM (by protocol) | hit rate 0.98% among 190,000 | AID 463193;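 active = percentage of spot-positive cells more than 3 SD above its plate mean, without a fluorescence outlier flag or 80% toxicity; inconclusive = no clear call, values can overlap the other calls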;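 note: spot-positive cell cutoff set from DMSO-treated cells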
P. falciparum M17LAP – P. falciparum M17LAP inhibitors, primary screen, biochemical, fluorogenic H-Leu-NHMec substrate, 1536-well (AID 1619). recombinant M17LAP, H-Leu-NHMec fluorogenic kinetic assay; higher % means a stronger effect. inhibition, % at 30 µM, or IC50 in µM where a hit was titrated. hit rate 0.38% among 220,000;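 active = compound inhibiting the enzyme by more than half at any dose during confirmatory dose-response retesting; inconclusive = strong single-dose inhibitors picked by rank but not retested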;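 note: plate controls were full reaction with DMSO carrier for no effect and no enzyme background for full effect; strong numbers were not always called active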
MT stabilizer – microtubule stabilizers in HeLa cells. HeLa tubulin immunostaining HCS, 24 h; share of cells brighter than vehicle mean+2SD. % tubulin-high responders, % at 10 µM. hit rate 0.83% among 200,000. AID 2205;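 active = plate Z-score above 3 for both tubulin-high and condensed-nucleus cell shares, with cell loss under 80%, at 10 µM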;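 note: anti alpha tubulin signal scored within the nucleus-defined area of each cell; some results filed as inactive read as strong as hits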
ER stress rescue – protection against thapsigargin-triggered cell killing – 384-well, CSM14.1, ATP luminescence, primary screen (AID 1222); CSM14.1 thapsigargin-induced death rescue, ATP luminescence; higher % means a stronger effect; cellular ATP content (survival), % at 20 µM, or EC50 in µM where a hit was titrated; 190,000 tested, under 10 active;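 active = EC50 below 50 µM in the dose-response confirmation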;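 note: death triggered by thapsigargin at about 15 µM added after 2 h compound pretreatment; cell ATP read after overnight thapsigargin exposure of roughly 18 to 22 hours; normalized against plate controls of thapsigargin alone and 5% DMSO vehicle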
Dynein transport cytoplasmic EGFP – recorded beside Dynein transport, whose call it bears; z-score; measured here: cytoplasmic GR-EGFP intensity; active compounds read high
Dynein transport nuclear GR-EGFP – second read-out of Dynein transport, no call of its own (marks repeat the call); z-score; measured here: nuclear GR-EGFP intensity;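 lower value marks the stronger effect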
Dynein transport cell count – second read-out of Dynein transport, no call of its own (marks repeat the call); z-score; measured here: cell count per field
Ins promoter up cell count – also measured in Ins promoter up; calls as there; cell count; measured here: cytotoxicity, nuclei count;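 total cells summed across four imaged fields per well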
bCat nuc transl cell count 5 µM – recorded beside bCat nuc transl, whose call it bears; cell count; measured here: cell count, cytotoxicity flag
MT stabilizer Hoechst-high % – recorded beside MT stabilizer, whose call it bears; % Hoechst-high responders; measured here: nuclear condensation Hoechst responders;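 share of cells brighter than vehicle mean plus two SD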
MT stabilizer cytotoxicity % – further read-out of MT stabilizer, marked with its call; toxicity, %; measured here: cytotoxicity by cell density;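 0% = mean cell density of plate MIN control wells and 100% = no cells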
Autophagy HCS cell loss 18 h – recorded beside Autophagy HCS, whose call it bears; toxicity, %; measured here: cell loss, nuclei count;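 cell loss after 18 h compound exposure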
Numbers without * were called inactive; i = inactive; ? = inconclusive; · = no result given; [ ] = remark or other dose.

SMILES	bCat nuc transl	bCat nuc transl cell count 5 µM	M1AAP inhibition	K1F lysis inhibition	Dynein transport	Dynein transport cytoplasmic EGFP	Dynein transport nuclear GR-EGFP	Dynein transport cell count	Ins promoter up	Ins promoter up cell count	Autophagy HCS	Autophagy HCS cell loss 18 h	P. falciparum M17LAP	MT stabilizer	MT stabilizer Hoechst-high %	MT stabilizer cytotoxicity %	ER stress rescue
Cc1ccc(S(=O)(=O)NCCCOC(=O)Nc2ccncc2)cc1	-1.1	922	-8%	-0.2%	-0.61	-0.28	-0.21	0.0026	0.46	1167	i	23	5%	3.2	2.3	5.5	0.1%
CC(C)Nc1ccc(C(CC(N)=O)NC(=O)Cc2cccc3ccccc23)cc1[N+](=O)[O-] (stereo unspecified)	2.1	1312	-1%	0.9%	0.46	-0.79	0.4	-0.58	0.73	968	·	·	-9%	·	·	·	·
Cc1cccc(NC(=S)Nn2cnnc2)c1C	-0.4	1430	2%	-0.5%	-0.75	-0.34	-0.47	1.3	1	1444	i	12	3%	6.3	2.4	9.0	-0.4%
CC(CCc1ccccc1)NC(=O)c1cccs1 (stereo unspecified)	-2.9	1360	6%	-0.1%[50 µM]	1.1	0.17	0.64	-1.2	0.06	1561	i	-4	-2%	2.1	1.5	4.0	2.6%
CNc1nc(N(C)C)nc(N(C)C)n1	·	·	0%	1.2%	1.1	-0.23	0.55	0.81	·	·	i	7	16%	2.5	2.1	3.7	0.0%
O=C(Cn1ncc2c(=O)oc3ccccc3c21)NC1CC1	-3.9	951	8%	0.3%	0.024	-0.23	0.17	0.004	1.2	1521	i	-9	9%	2.1	1.4	10	0.0%
CC(C)CC(=O)Nc1ncnc2c1C(=O)CC(C)(C)C2	·	·	4%	3.0%	-0.73	1.3	0.14	0.75	0.39	1348	i	-1	4%	2.2	2.6	2.8	-2.9%
COc1ccc(CN2CCNC(=O)C2CC(=O)N(Cc2nccn2C)C(C)C)c(OC)c1 (stereo unspecified)	-0.6	1325	3%	-0.3%	-0.85	-0.26	-0.29	0.53	0.86	1043	·	·	3%	·	·	·	·
CC(=O)Oc1cccc(N2C(=O)C3C(C2=O)C2C=CC3C23CC3)c1 (stereo unspecified)	-1.2	1218	-1%	0.2%	-0.22	-0.21	0.099	0.3	0.08	1059	i	4	-6%	2.2	1.9	8.4	-1.5%
CCc1cccc(NC(=O)Cn2c(=O)oc3cc(S(=O)(=O)N4CCOCC4)ccc32)c1	·	·	-2%	-0.1%	-0.71	-0.3	-0.41	0.75	0.28	669	i	6	20%	1.5	4.1	5.5	-0.9%
CCc1nnc(-n2nc(C)cc2-c2ccccc2)n1N	·	·	6%	0.0%[50 µM]	-0.4	-0.21	-0.25	0.67	-0.47	1271	i	25	3%	3.6	2.6	7.3	·
CCc1nnc(NC(=O)c2ccc(S(=O)(=O)N(CC(C)C)CC(C)C)cc2)o1	-7.5	1097	-14%	1.1%	1.6	-0.26	0.76	-0.8	0	1035	i	12	6%	3.7	1.8	2.3	-0.5%
CCOC(=O)C1CCCN(c2c(NCC3CCCN3CC)c(=O)c2=O)C1 (stereo unspecified)	·	·	2%	0.1%	1.2	-0.13	0.94	-0.69	0.39	968	i	2	12%	2.2	3.2	5.4	-0.2%
COc1ccc(CNC(=O)Nc2ccccc2)cc1	-1.4	1219	3%	0.5%[50 µM]	0.095	-0.24	-0.084	0.2	1.3	1466	·	·	3%	·	·	·	·
CCN=c1scc(C)n1/N=C/c1ccsc1	2.3	1125	6%	3.1%	2.9	3.2	2.5	-2.1	0.76	1203	i	12	12%	5.4	0.8	8.1	-1.4%

As entered above.
Reading for `O=C(Cn1ncc2c(=O)oc3ccccc3c21)NC1CC1` under Dynein transport: 0.024
Reading for `CCc1cccc(NC(=O)Cn2c(=O)oc3cc(S(=O)(=O)N4CCOCC4)ccc32)c1` under MT stabilizer Hoechst-high %: 4.1
Reading for `CNc1nc(N(C)C)nc(N(C)C)n1` under Dynein transport cytoplasmic EGFP: -0.23
Reading for `CCN=c1scc(C)n1/N=C/c1ccsc1` under Autophagy HCS cell loss 18 h: 12
Reading for `CCc1nnc(-n2nc(C)cc2-c2ccccc2)n1N` under Dynein transport nuclear GR-EGFP: -0.25

Returning to the listing, starting two compounds before the break.
SMILES	bCat nuc transl	bCat nuc transl cell count 5 µM	M1AAP inhibition	K1F lysis inhibition	Dynein transport	Dynein transport cytoplasmic EGFP	Dynein transport nuclear GR-EGFP	Dynein transport cell count	Ins promoter up	Ins promoter up cell count	Autophagy HCS	Autophagy HCS cell loss 18 h	P. falciparum M17LAP	MT stabilizer	MT stabilizer Hoechst-high %	MT stabilizer cytotoxicity %	ER stress rescue
COc1ccc(CNC(=O)Nc2ccccc2)cc1	-1.4	1219	3%	0.5%[50 µM]	0.095	-0.24	-0.084	0.2	1.3	1466	·	·	3%	·	·	·	·
CCN=c1scc(C)n1/N=C/c1ccsc1	2.3	1125	6%	3.1%	2.9	3.2	2.5	-2.1	0.76	1203	i	12	12%	5.4	0.8	8.1	-1.4%
COc1ccc(/C=C(/NC(=O)/C=C/c2ccccc2)C(=O)O)cc1	-1.0	1101	-1%	-1.3%	0.76	-0.29	0.71	-1.2	-0.44	1204	i	-5	41%	2.5	2.2	0.8	1.0%
CCOC(=O)c1[nH]c2ccc(C)cc2c1N	-3.9	532	2%	-1.0%	-1.1	-0.13	-0.22	-0.059	·	·	i	7	-9%	4.8	1.5	6.9	-0.4%
COc1ccc(OCC(=O)NCCCn2ccnc2)cc1	0.1	1315	-2%	0.1%	-0.37	-0.22	0.46	-0.42	0.58	1034	·	·	7%	·	·	·	·
COC(=O)C1CCN(C(=O)c2sc3nc(-c4ccc(F)cc4)cn3c2C)CC1	-0.3	971	7%	1.2%	0.36	-0.17	0.12	-0.0072	0.18	1822	i	31	-14%	4.0	2.3	2.6	-4.0%
CC(=O)N(Cc1c(C#N)c2ccccc2n1C)c1ccccc1	2.4	968	-5%	0.0%	-0.063	-0.24	-0.046	-0.24	·	·	i	3	-12%	2.9	2.2	7.6	-1.3%
CCOC(=O)Cn1c(=NC(=O)C2COc3ccccc3O2)sc2cc(S(N)(=O)=O)ccc21 (stereo unspecified)	-1.4	978	1%	0.6%[50 µM]	-0.31	-0.32	-0.39	0.78	0.1	1286	i	-3	11%	4.4	2.7	4.6	-1.2%
OC1(CC#CCN2CCCCC2)c2ccccc2-c2ccccc21	-0.5	1465	-2%	1.6%	1.1	-0.24	1.2	-0.54	0.48	1019	·	·	0%	·	·	·	·
CCN(CC)CC#CCC(C)(c1ccccc1)c1ccccc1	-1.5	1432	14%	?	-0.16	-0.19	-0.35	0.39	0.03	1619	i	-15	-4%	2.6	2.2	3.3	-0.6%
CC(C)CC(/C(O)=C(\C#N)c1nc2ccccc2[nH]1)N1C(=O)c2ccccc2C1=O (stereo unspecified)	-4.9	1118	-1%	0.7%	3.3	-0.089	1.5	-1.9	-0.27	1217	i	1	0%	2.7	2.0	7.8	1.1%
Cn1cccc1C1C(C#N)=C(N)OC2=C1C(=O)CCC2 (stereo unspecified)	1.2	1284	6%	·	0.38	-0.19	0.78	-0.41	0.58	987	·	·	3%	·	·	·	·
Cc1ccc(C(=O)N2CCN(c3ccc(Cl)cc3)CC2)cc1	·	·	3%	6.9%	0.64	-0.28	0.23	-0.19	-0.39	1387	i	-4	-3%	3.0	2.7	5.7	-1.9%
CCCN1CCC(=NNc2ccc(S(=O)(=O)N3CCOCC3)cc2[N+](=O)[O-])CC1	120*	296*	14%	0.5%	0.78	-0.23	0.57	-0.78	·	·	i	27	14%	14*	50*	46*	-3.2%
O=C(Nc1cccc(Cl)c1)OC1CCCCc2cccnc21 (stereo unspecified)	-0.4	1246	3%	i	-0.34	-0.14	0.31	-0.28	-0.81	1103	·	·	1%	·	·	·	·
COc1ccc(CCN2C(=O)C3C4CC(C5C(C(=O)O)=NOC45)C3C2=O)cc1OC (stereo unspecified)	-6.8	981	4%	4.1%	-0.42	-0.26	-0.051	1.1	1.7	887	i	9	1%	1.5	1.2	8.3	3.8%
Cc1nccn1CC(=O)N/N=C/c1ccccc1O	-1.5	1033	3%	-0.5%[50 µM]	1.2	-0.28	0.16	0.27	0.18	1458	·	·	17%	·	·	·	·
O=C(CCSCc1ccccc1)Nc1ccc2c(c1)OCCO2	-1.2	1040	0%	-1.9%	0.75	-0.25	0.4	-0.44	-0.06	1306	i	-4	19%	2.6	1.0	1.1	-1.3%
